# S100A4 MyoIIA = inhibitors of S100A4-myosin IIA peptide binding, primary screen, biochemical, fluorescence polarization, TAMRA-MyoIIA peptide | hit rate 0.14% among 360,000 | AID 652163, 2013 | Protein S100-A4 (Homo sapiens), P26447 | inhibition, % at 10.7 µM;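 active = mean inhibition of at least 70% across replicates, with every replicate also reaching that level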
# Target sequence (P26447 whole entry, looked up): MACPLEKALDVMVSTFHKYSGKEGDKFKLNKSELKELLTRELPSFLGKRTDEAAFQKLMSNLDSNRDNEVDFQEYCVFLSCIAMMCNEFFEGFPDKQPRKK
#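 Material: S100A4 monomer protein / Buffer or medium: 50 mM HEPES pH 7.2, 10 mM CaCl2, 100 mM KCl / Times: 5 min incubation before reading / Benchmarks: neutral control DMSO, positive control TFP / Reagent: labelled myosin peptide probe, 5 nM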
# SIRT5 inh = SIRT5 desuccinylase inhibitors, primary screen, biochemical, fluorescence imaging, single point, set 5; Purified SirT5, succinyl-peptide AMC, trypsin-coupled fluorescence; inhibition, % at 15 µM; hit rate 1.1% among 330,000; AID 652115, 2013; in the data active = inhibition above about 15%
# Target sequence (Q9NXA8 whole entry, looked up): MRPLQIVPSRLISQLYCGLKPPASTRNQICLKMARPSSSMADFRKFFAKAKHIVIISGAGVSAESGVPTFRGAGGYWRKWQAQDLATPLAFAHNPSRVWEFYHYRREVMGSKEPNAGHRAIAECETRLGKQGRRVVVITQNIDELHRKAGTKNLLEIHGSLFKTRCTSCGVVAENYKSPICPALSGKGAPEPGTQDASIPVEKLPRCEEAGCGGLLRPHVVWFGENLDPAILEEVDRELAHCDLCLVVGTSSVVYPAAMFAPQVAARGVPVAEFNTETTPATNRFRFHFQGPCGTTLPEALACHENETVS
# FN deposit inh = inhibitors of fibronectin matrix deposition, primary screen, AH1F cells, Alexa488-fibronectin fluorescence, plate reader; inhibition, % at 12.6 µM; hit rate 0.086% among 350,000; AH1F fibroblasts, overnight;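 active = mean inhibition across replicates of 30% or more, regardless of how many single replicates reach that level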;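 note: positive control wells lacked labelled fibronectin entirely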
#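 Test system: AH1F fibroblast monolayer depositing Alexa488-labelled fibronectin into matrix. Input: 10000 cells per well. Technique: fluorescence, ex 485 nm, em 525 nm. Buffer or medium: DMEM plus 2% serum, read in PBS. Timing: 1 h cell adhesion before compound, then overnight fibronectin incubation. Compound: single dose, pinned. Read-out basis: inhibition from reduced deposited-fibronectin fluorescence.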
# Casp6 inh = human caspase-6 inhibitors, primary screen, biochemical, VEID-R110 fluorescence, single point, set 2; purified caspase-6, Z-VEID-R110 cleavage fluorescence; inhibition, % at 12.5 µM; hit rate 0.53% among 350,000;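 active = mean inhibition across replicates at least about 35%, with every replicate also reaching that limit, limit read from the data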;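 note: 0% = median of neutral control wells and 100% = no fluorescence left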
# Target sequence (P55212 24-179 limits assumed): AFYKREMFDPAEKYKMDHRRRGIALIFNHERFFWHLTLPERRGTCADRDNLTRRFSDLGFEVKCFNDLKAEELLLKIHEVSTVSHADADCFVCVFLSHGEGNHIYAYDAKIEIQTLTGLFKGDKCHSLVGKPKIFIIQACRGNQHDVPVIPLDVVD
# Target sequence (P55212 194-293 limits assumed): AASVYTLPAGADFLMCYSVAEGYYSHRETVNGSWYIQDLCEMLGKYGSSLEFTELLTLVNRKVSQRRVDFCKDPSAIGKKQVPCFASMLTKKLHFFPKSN
# C2C12 statin = suppressors of statin myotoxicity in C2C12 myotubes, primary screen, cell-based, single point, plate reader; C2C12 myotubes + simvastatin, ATP luminescence, 48 h; scaled: DMSO 0, geranylgeraniol control 100; rescue of ATP level, % at 7.49 µM; hit rate 0.78% among 330,000; AID 602340, 2012;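 active = mean ATP rescue above about 67%, or every replicate alone reaching that limit, limit read from the data, passing the limit was not always enough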;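 note: myotubes were challenged with 10 µM simvastatin during compound exposure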
# esBAF inh = Bmi1 luciferase reporter increase in mESCs, primary screen, esBAF inhibitor project, mouse ES cells, Bmi1 luciferase knock-in, single point. 24 h; 100% = twice the neutral-well signal. reporter increase, % at 12.5 µM. hit rate 2% among 350,000. AID 602393, 2012; in the data active = activation above about 40%;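 note: 0% = median of the plate's neutral control wells and 100% = double that signal; a rise in the Bmi1 reporter signal indicates esBAF inhibition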
# LGR2 inh = inhibitors of bursicon-induced LGR2 CRE-luciferase signal, primary screen, cell-based, HEK293, CRE-luciferase reporter, bursicon stimulation; Drosophila bursicon receptor LGR2 (rickets); bursicon-stimulated, 4 h; inhibition, % at 9.99 µM; hit rate 0.35% among 380,000;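 active = drop in luminescence signal, shown as inhibition above about 50% in the replicate tests, limit read from the data, passing the limit was not always enough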;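 note: agonist challenge used bursicon conditioned medium at about half maximal strength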
# The depositor's hits bear a star; . = no result given; & = joins results of further samples. The list is partial. The share of hits here may be higher or lower than overall.
SMILES,S100A4 MyoIIA,SIRT5 inh,FN deposit inh,Casp6 inh,C2C12 statin,esBAF inh,LGR2 inh
O=C(C[C@@H]1C[C@@H]2c3cc(NC(=O)C4CCC4)ccc3O[C@@H]2[C@H](CO)O1)NCc1cccnc1,4,3,-5,1,-1,-2,9
C[C@H](CO)N1C[C@H](C)[C@H](CN(C)C(=O)CN(C)C)Oc2cc(C3=CCCCC3)ccc2S1(=O)=O,7,7,6,2,0,-12,0
Cc1cc(NC(=O)CCC(=O)N(c2ccc(C)c(F)c2)C(C(=O)NC2CCCC2)c2ccco2)no1 (stereo not given),-8,0,-9,4,2,3,-5
Nn1c(SCc2cn3ccccc3n2)nnc1-c1ccncc1,17,-4,-6,-1,.,.,3
O=S(=O)(c1ccccc1)N1C[C@@H]2[C@H](c3ccccc31)[C@H](CO)N2Cc1ccc(F)cc1,5,2,.,-1,18,-4,-15
O=C(/C=C/C=C/c1ccccc1)c1ccco1,-1,0,-1,4,11,5,-44
Cc1ccc(NC(=S)Nc2ccc(F)cc2)c(C)c1,-3,1,9,1,-1,35,.
CCOC(=O)c1cc2occc2n1CC(=O)NCCOC,.,.,.,.,5,-4,12
c1ccc(C[C@H]2CN=C(Nc3ccccc3)N2CC2CCC2)cc1,-1,-7,-3,-2,-19,0,8
COc1ccc(-c2cc(C3CCN(c4ncccc4[N+](=O)[O-])CC3)[nH]n2)cc1,.,.,-1,.,-2,24,.
CCOc1cccc(N2CCN(CCNC(=O)Nc3ccc(C)cc3)CC2)c1C,-5,-4,-6,3,-516,-66,5
C[C@@H]1CN([C@@H](C)CO)C(=O)c2cc(C#Cc3ccc(F)cc3)cnc2O[C@@H]1CN(C)C,-8,1,.,-23,3,-1,11
COc1cccc(-c2nc(CS(=O)(=O)CC(=O)NCCCN3CCN(C)CC3)c(C)o2)c1,7,-3,-6,-89,2,-4,-3
Cn1c(Cn2c(=O)sc3ccccc32)nnc1SCC(=O)NCc1ccc(F)cc1,2,0,22,-1,-6,-8,-2
O=c1c(Cc2ccc(F)cc2)c(O)ccn1C1CC1,.,.,.,.,2,2,19
CCCc1nc(NCC2CCCO2)c2nnn(Cc3ccccc3)c2n1 (stereo not given),.,.,.,.,8,-6,-1
Cc1ccccc1NC(=O)CCS(=O)(=O)c1ccc(Br)s1,-8,-1,-9,12,6,-7,7
COC(=O)c1cccc(NC(=O)c2ccc3c(c2)C(=O)N(C(C)(C)C)C3=O)c1,0,-4,-3,-1,0,26,-29
Cc1nc(=O)c(-c2ccccc2)c(C)n1-c1ccc(O)cc1,.,.,3,.,2,8,13
COc1ccc(C(=O)NCc2nnc(SCC(=O)Nc3cc(Cl)ccc3OC)o2)cc1,3,5,12,.,37,2,-8
COc1ccccc1N1CCN(C(=O)c2ccc3nc(-c4ccco4)c(-c4ccco4)nc3c2)CC1,.,.,13,.,-11,-1,.
COc1ccc2c3c(n(C)c2c1)[C@H](CO)N(C(=O)NC1CCCC1)CC31CN(C(C)=O)C1,16,-6,.,3,.,.,-11
CCn1cc(C(=O)NCCN(C)C)c(=O)c2cc(F)c(N3CCN(C)CC3)cc21,1,-5,6,-10,6,-3,4
CNC[C@H]1Oc2ccc(NS(C)(=O)=O)cc2C(=O)N([C@H](C)CO)C[C@H]1C,-9,-4,.,-2,-6,0,-1
CCC[C@H]1COCCS(=O)(=O)N1Cc1ccccc1,-3,-1,-6,-3,0,-6,-7
# Later entries:
SMILES,S100A4 MyoIIA,SIRT5 inh,FN deposit inh,Casp6 inh,C2C12 statin,esBAF inh,LGR2 inh
CCN(CC)C(=O)c1ccc(-c2nnc(Nc3ccc(O)cc3)c3ccccc23)cc1,2,-5,6,-1,10,-6,.
CC(C)C[C@H](NC(=O)c1nc[nH]c1C(=O)N[C@@H](CC(C)C)C(=O)OC(C)(C)C)C(=O)OC(C)(C)C,1,6,-2,0,-11,-5,-2
c1cncc(Oc2ccc(NCCc3c[nH]c4ccccc34)cc2)c1,-6,5,2,3,.,.,-13
CC(C)CC(N)c1cn([C@@H](CCC(=O)O)C(=O)N2CCNCC2)nn1 (stereo not given in full),-3,-7,1,-5,0,-4,-3
CCOC(=O)c1nnn(-c2nonc2N)c1CN(C)Cc1ccccc1,.,.,.,.,2,-1,-2
O=C(c1nc2ccc(Cl)cn2c1CN1CCC[C@H]1CO)N1CCc2ccccc2C1,-2,.,.,8,0,-6,-1
Cn1c(=O)c2c(nc(SCC(=O)NC3CCCC3)n2C)n(C)c1=O,-1,-1,4,2,-3,1,2
Cc1ccc(S(=O)(=O)N(C)C[C@@H]2Oc3c(NS(C)(=O)=O)cccc3C(=O)N([C@H](C)CO)C[C@H]2C)cc1,-31,2,3,0,0,4,-18
C[C@@H](NC(=O)C[C@H]1CC[C@@H]2[C@H](COC[C@H](O)CN2C(=O)Nc2cc(Cl)cc(Cl)c2)O1)c1ccccc1,-1,2,-9,2,10,-6,3
COCCNC(=O)C1Cc2c(-c3ccc(NC(C)=O)cc3)ccnc2O1 (stereo not given),-3,-4,5,-1,2,-4,-7
CNC[C@H]1Oc2ccc(NS(=O)(=O)c3ccc(OC)cc3)cc2C(=O)N([C@H](C)CO)C[C@@H]1C,0,-1,2,-1,-7,-2,-8
C[C@@H]1CN([C@@H](C)CO)C(=O)c2cccc(NS(=O)(=O)c3ccccc3)c2O[C@H]1CN(C)S(=O)(=O)c1cn(C)cn1,-7,-1,.,-2,0,3,-14
CCCOc1ccc(/C=C/C(=O)Nc2ccc([N+](=O)[O-])cc2C)cc1,.,.,-2,.,-2,0,.
Clc1ccc(-c2c[n+]3c(n2-c2ccccc2)SCC3)cc1,0,-3,-14,6,-45,1,8
Cn1c(N)c(C(=O)COC(=O)COc2ccc(Cl)cc2)c(=O)n(C)c1=O,-4,0,-5,1,10,-1,1
C[C@@H]1CN([C@H](C)CO)S(=O)(=O)c2ccc(C3=CCCCC3)cc2O[C@@H]1CN(C)Cc1ccccc1,79*,7,-1,2,-39,-15,29
O=C(O)COCc1nc2ccccc2s1,-3,-1,-3,-2,-2,-10,2
Cc1ccc(S(=O)(=O)N(C)CC(=O)NNC(=O)Cc2cccc(F)c2)cc1,-2,-3,6,4,10,-11,-15
O=C(Nc1cc(S(=O)(=O)N2CCCC2)ccc1OCC(F)(F)F)c1ccncc1,-2,.,.,-2,-30,-6,4
CCCNC(=O)c1onc(CSc2ccc(Cl)cc2)c1C(=O)NCCC(C)C,2,-7,-7,0,75*,6,-4
CO[C@H]1CN(C)C(=O)c2cc(NC(=O)CC(F)(F)F)ccc2OC[C@@H](C)NC[C@H]1C,2,-6,-9,-1,.,.,28
CC(=O)NC(C)(c1ccccc1)c1nc(-c2cccc3cccnc23)cs1 (stereo not given),-3,.,14,0,-4,2,.
CC(=O)N1CC(=O)N2[C@H](C1)[C@@H](c1ccc(C#Cc3cccnc3)cc1)[C@@H]2CO,11,4,.,-1,.,.,1
CCN(CC)S(=O)(=O)c1ccc(NS(=O)(=O)c2ccc(OC)c([N+](=O)[O-])c2)cc1,0,-3,1,1,.,.,9
C[C@@H]1CN([C@H](C)CO)C(=O)c2cc(C3=CCCCC3)cnc2O[C@@H]1CN(C)C(=O)c1ccccn1,9,6,-4,-2,106*,0,-9

# In another format: entries from further up
# Second line of a record – S100A4 MyoIIA, SIRT5 inh, FN deposit inh, Casp6 inh, C2C12 statin, esBAF inh, LGR2 inh
CCN(CC)S(=O)(=O)c1ccc(NS(=O)(=O)c2ccc(OC)c([N+](=O)[O-])c2)cc1
  0, -3, 1, 1, ., ., 9
CC(=O)N1CC(=O)N2[C@H](C1)[C@@H](c1ccc(C#Cc3cccnc3)cc1)[C@@H]2CO
  11, 4, ., -1, ., ., 1
Cc1ccc(S(=O)(=O)N(C)C[C@@H]2Oc3c(NS(C)(=O)=O)cccc3C(=O)N([C@H](C)CO)C[C@H]2C)cc1
  -31, 2, 3, 0, 0, 4, -18
Cc1ccc(S(=O)(=O)N(C)CC(=O)NNC(=O)Cc2cccc(F)c2)cc1
  -2, -3, 6, 4, 10, -11, -15

# Laid out differently: entries from further up.
Structure | S100A4 MyoIIA | SIRT5 inh | FN deposit inh | Casp6 inh | C2C12 statin | esBAF inh | LGR2 inh
c1cncc(Oc2ccc(NCCc3c[nH]c4ccccc34)cc2)c1 | -6 | 5 | 2 | 3 | . | . | -13
CCOC(=O)c1nnn(-c2nonc2N)c1CN(C)Cc1ccccc1 | . | . | . | . | 2 | -1 | -2
CCN(CC)C(=O)c1ccc(-c2nnc(Nc3ccc(O)cc3)c3ccccc23)cc1 | 2 | -5 | 6 | -1 | 10 | -6 | .

# More structures
SMILES,S100A4 MyoIIA,SIRT5 inh,FN deposit inh,Casp6 inh,C2C12 statin,esBAF inh,LGR2 inh
O=C(O)C(c1ccccc1)C(O)c1ccc2c(c1)OCO2 (stereo not given),-3,.,10,8,-1,6,0
CCCNC(=O)C[C@@H]1C[C@H]2c3cc(NC(=O)Cc4ccncc4)ccc3O[C@H]2[C@@H](CO)O1,.,.,-13,.,0,-5,-5
CN(C)S(=O)(=O)N1CCC(Oc2cccc(C(=O)NCCC3=CCCCC3)c2)CC1,8,-4,-4,3,.,.,13
Cc1ccccc1OCC(=O)N/N=C/c1ccc([N+](=O)[O-])o1,1,2,6,24,.,.,-8
COc1ccc2c3c([nH]c2c1)[C@@H](CO)N(C(=O)Nc1ccc(F)cc1)CC31CCN(S(=O)(=O)c2cn(C)cn2)CC1,10,-3,-7,2,.,.,-6
Cc1cc(=O)[nH]c(SCC(=O)NN(c2ccccc2)c2ccccc2)n1,-1,2,-4,-3,.,.,-9
COc1cc2c(cc1OC)CN(C(=O)Nc1ccccc1Cl)CC2,9,-2,-6,-2,0,12,-13
COc1cccc(/C=N/N2CCOCC2)c1O,0,4,2,2,.,.,-29
CC(=O)c1sc(NC(=O)C=C(C)C)nc1C,.,.,-6,.,-6,19,.
Cc1ccc(C2N(c3ccc(Cl)cc3)C(=O)N3CCCN23)cc1 (stereo not given),-3,-3,0,1,-2,8,.
O=C(C[C@@H]1CC[C@@H](NC(=O)c2ccc(F)cc2)[C@@H](CO)O1)NCc1ccncn1,1,-2,.,4,10,-1,-11
CO[C@@H]1CC[C@H]2CCN(C)C(=O)[C@@H](C)CN(C)C(=O)c3cccc(C#N)c3OC[C@@H]1O2,2,-2,-1,-1,-5,3,-7
CCCc1nc(SCC(=O)Nc2cc(C)on2)c2ccccc2n1,.,.,4,.,3,11,.
CN1C(=O)c2cccc3c(S(=O)(=O)NCCc4ccccc4)ccc1c23,-5,-7,-8,-2,-2,4,-8
O=C(C[C@H]1CC[C@@H]2[C@H](COC[C@H](O)CN2CCc2ccccc2)O1)NCc1ccc(F)cc1,2,-4,-1,-2,-15,3,-8
Cc1ccc(-c2csc3nc(C)n(N)c(=O)c23)cc1,-3,-2,4,-2,.,.,12
COC(=O)[C@]1(C)N[C@H](CN(C)S(=O)(=O)c2ccc(OC(F)(F)F)cc2)[C@@H]2C(=O)N(C)C(=O)[C@@H]21,-20,1,5,4,7,5,8
Cc1ccc(C#N)c(SCc2cccc(Br)c2)n1,2,-3,-7,2,-7,11,-8
N#CC1=C(N)OC2=C(C(=O)CCC2)C1c1cc2c(cc1Br)OCO2 (stereo not given),1,2,-7,3,3,-6,-2
CCOc1ccc(CN2CCNC(=O)C2CC(=O)OC)cc1 (stereo not given),-3,2,8,4,8,-4,4
O=C(COc1ccc2ccc(=O)oc2c1)NC1CCN(Cc2ccccc2)CC1,0,-12,0,-4,13,3,-2
CCCNC(=O)c1sc2c(c1C(=O)Nc1ccccn1)CCCC2,-2,0,12,-2,4,-1,30
Cc1ccc(S(=O)(=O)N(C)C[C@@H]2Oc3ncc(-c4ccccc4)cc3C(=O)N([C@H](C)CO)C[C@@H]2C)cc1,2&1,2&4,-1,-3&-3,13&-45,1&-4,-17
